STAT3 activator: increases IL-6 driven STAT3 reporter signal; U3A cells, IL-6 STAT3-luciferase reporter, luminescence; 100% = signal with IL-6 EC80 alone; activation (% of control), % at 5.6 µM; hit rate 0.91% among 190,000; AID 871;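 active = activation above the screen-wide mean of compound activation plus 3 SD, cut at about 130% in these data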;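 also: 0% = background luminescence of wells with medium and substrate only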
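Material: human STAT1-deficient U3A cells with stable STAT3-luciferase reporter / Probe or stimulus: IL-6 stimulus at 33 ng/mL final / Schedule: 1 h compound pre-exposure, 6 h IL-6 stimulation, 37 °C / Technique: luminescence / Read-out basis: percent of IL-6-only median luminescence / Control set: IL-6-only high control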
bIAP inh: blocks bovine intestinal alkaline phosphatase activity. purified bovine IAP, CDP-star luminescence, 30 min. inhibition, % at 20 µM. 190,000 tested, under 10 active;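 active = over 50% inhibition of intestinal alkaline phosphatase at 20 µM in the single-dose screen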
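Assay system: bovine IAP enzyme; medium: DEA buffer 100 mM, pH 9.8, with MgCl2 1.0 mM, ZnCl2 0.02 mM; doses: 20 µM single dose; incubation: enzyme reaction for 30 min at room temperature; detection: CDP-star luminescence signal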
PPARg SRC1 recr: PPARgamma-driven SRC-1 recruitment agonism. PPARgamma-SRC-1 coactivator recruitment biochemical assay. AID 631. hit rate 0.41% among 200,000. activation, % at 8 µM; in the data active = activation above about 19%;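 also: 0% = DMSO and 100% = reference agonist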
ROMK mod: human ROMK K+ channel modulation, primary screen. B-score at 10 µM. hit rate 2% among 130,000. Tet-inducible ROMK, thallium flux fluorescence; actives lie on both sides. AID 1918. P48048;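 active = signal ratio slope over the read window, or its plate-corrected B-score, at least 3 SD from the plate mean, either direction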;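 also: B-score of the F/F0 ratio slope over 7 to 12 s after thallium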
Target sequence (P48048 whole entry, looked up): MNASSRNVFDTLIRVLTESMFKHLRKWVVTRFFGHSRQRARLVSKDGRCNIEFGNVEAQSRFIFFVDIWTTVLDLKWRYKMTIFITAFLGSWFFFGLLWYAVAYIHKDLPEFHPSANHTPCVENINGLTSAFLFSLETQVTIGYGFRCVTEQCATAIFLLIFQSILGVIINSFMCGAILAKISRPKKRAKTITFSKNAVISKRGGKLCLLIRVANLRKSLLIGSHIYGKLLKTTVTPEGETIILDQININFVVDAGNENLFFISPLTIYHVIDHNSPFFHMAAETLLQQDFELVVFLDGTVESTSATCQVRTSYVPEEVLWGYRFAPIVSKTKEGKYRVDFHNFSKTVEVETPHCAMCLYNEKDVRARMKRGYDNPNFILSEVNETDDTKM
STAT3 inh: inhibitors of IL-6 induced STAT3 signaling; inhibition, % at 5.5 µM; U3A cells, IL-6 STAT3-luciferase reporter, luminescence; host cell line lacks STAT1; hit rate 0.89% among 190,000;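 active = inhibition above the mean inhibition across all screened compounds plus 3 SD, cut at about 44% in these data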;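 also: 0% = DMSO only wells and 100% = 100 µM nifuroxazide control wells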
PPARg SRC-3 ag: agonists of human PPARgamma SRC-3 coactivator recruitment; biochemical PPARgamma/SRC-3 coactivator recruitment assay; activation, % at 8 µM; hit rate 0.26% among 200,000; AID 731; in the data active = activation above about 23%;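 also: 0% = DMSO and 100% = reference agonist; some compounds past the cut are filed as inactive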
TNAP act hi DEA: increases human TNAP activity under high phosphate acceptor concentration; purified TNAP, CDP-star luminescence, 1 M DEA, 30 min; hits give high values; 0 = EDTA background, 1 = DMSO-only activity; activation factor at 20 µM; 200,000 tested, under 10 active;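 active = activation factor at least 2 at 20 µM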
Target sequence (P05186 whole entry, looked up): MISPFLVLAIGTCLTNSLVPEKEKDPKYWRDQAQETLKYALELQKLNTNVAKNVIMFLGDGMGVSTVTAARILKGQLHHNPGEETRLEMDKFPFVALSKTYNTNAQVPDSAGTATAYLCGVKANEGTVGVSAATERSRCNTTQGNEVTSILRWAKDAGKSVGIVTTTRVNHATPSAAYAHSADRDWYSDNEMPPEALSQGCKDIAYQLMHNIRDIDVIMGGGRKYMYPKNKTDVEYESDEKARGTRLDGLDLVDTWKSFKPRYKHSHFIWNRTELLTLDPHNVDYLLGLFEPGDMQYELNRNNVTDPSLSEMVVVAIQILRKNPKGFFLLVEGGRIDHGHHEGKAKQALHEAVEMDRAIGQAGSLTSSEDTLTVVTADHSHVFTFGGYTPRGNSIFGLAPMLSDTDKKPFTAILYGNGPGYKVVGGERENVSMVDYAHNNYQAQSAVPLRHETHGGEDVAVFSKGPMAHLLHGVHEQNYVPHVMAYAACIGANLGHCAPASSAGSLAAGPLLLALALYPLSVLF
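Dosing: 20 µM single point. System: human TNAP. Amount: TNAP 1/800 final. Incubation: 30 min, room temperature. Read-out: TNAP activation factor scaled between EDTA and DMSO control wells. Signal: luminescence from CDP-star hydrolysis. Medium: 1 M DEA, pH 9.8, Mg2+, Zn2+. Control set: EDTA negative control, DMSO positive control.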
bIAP activator: intestinal alkaline phosphatase (bovine) activation; hit rate 0.17% among 200,000; activation factor at 20 µM; purified bovine IAP, CDP-star luminescence, 30 min; hits give high values; fold of DMSO-control signal, blank-subtracted;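 active = activation factor of 2 or more at 20 µM, a signal rise over negative controls twice the positive control's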
PPARg SRC2 recr: promotes SRC-2 coactivator recruitment by human PPARgamma; activation, % at 8 µM; hit rate 0.34% among 200,000; PPARgamma LBD-SRC-2 recruitment, biochemical; P37231; in the data active = activation above about 22%;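 also: 0% = vehicle and 100% = reference agonist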
SRC2 TRFRET art: flags TR-FRET format artefacts in PPARgamma SRC-2 recruitment agonist screen; TR-FRET artefact counter-screen; hits give high values; TR-FRET ratio at 8 µM; hit rate 0.4% among 200,000; in the data active = TR-FRET ratio above about 2000; also: inactives centre near 1500
STAT1 inh: STAT1 signaling inhibition; NIH 3T3 STAT1-luciferase reporter, IFN-gamma, luminescence; inhibition, % at 5.5 µM; hit rate 0.35% among 200,000; AID 920;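 active = inhibition above a set limit, the mean inhibition across all tested compounds plus 3 SD, cut at about 34% in these data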;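 also: 0% = IFN-gamma with DMSO and 100% = IFN-gamma with 300 µM nifuroxazide; values of inactives mirror those of a sister screen read the other way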
* = called active by the depositor; . = not tested or not shown.

SMILES	STAT3 activator	bIAP inh	PPARg SRC1 recr	ROMK mod	STAT3 inh	PPARg SRC-3 ag	TNAP act hi DEA	bIAP activator	PPARg SRC2 recr	SRC2 TRFRET art	STAT1 inh
Cc1cccc(C)c1N1C(=O)C2ON(c3ccccc3)C(c3ccncc3)C2C1=O (stereo unspecified)	104	4	-1	0.0034	3	18	1	1	3	1583	-3
COc1ccc(-c2nc3ccccc3c(=O)n2CCCn2ccnc2)cc1	103	-6	2	.	1	2	0.9	1.1	4	1505	-1
Cc1ccc(C2C(C#N)=C(N)Oc3cc4c(cc32)OCO4)cc1 (stereo unspecified)	104	10	11	-0.59	-2	10	1.1	0.9	15	1703	-10
COc1cc(NC2=CC(=O)CC(C)(C)C2)cc(OC)c1OC	101	9	0	1.3	1	5	1.1	0.9	8	1549	0
CC(=O)NC1C(=O)N=C(SCC(=O)NCc2ccccc2)NC1=O (stereo unspecified)	108	7	1	.	-6	7	1	0.9	-2	1544	0
Cc1onc(-c2ccccc2Cl)c1C(=O)Nc1ccc(CN2CCCC2)cc1	100	-4	-5	-0.14	3	6	1.1	1	-7	1359	-1
Cc1c(NC(=O)Cn2cnc3c(=O)n(C)c(=O)n(C)c32)cccc1-c1nc2ccccc2o1	102	.	6	.	2	-6	.	.	17	1611	5
FC(F)(F)c1ccc(NC2=NCCC2)cc1	105	17	11	-0.91	5	1	1	0.8	8	1809	3
COc1ccc2[nH]c(=O)c(CN(CCO)C(=O)c3cccs3)cc2c1	109	-14	6	.	-8	19	1	1.1	8	1612	7
O=C(Nn1c(-c2ccc(Br)cc2)nc2ccccc2c1=O)c1ccc([N+](=O)[O-])cc1	104	1	9	0.093	-4	0	1	1	5	1545	6
CN1C(=O)/C(=C\c2ccccc2)Sc2ccc(C(=O)N3CCN(c4ccccn4)CC3)cc21	90	4	5	.	20	4	1	1	3	1770	8
CCCc1ccc(Oc2cn[nH]c2-c2ccc(O)cc2O)cc1	85	-35	4	.	20	-2	1	1.3	4	1459	0
C=CCNC(=O)c1ccc(S(=O)(=O)CC)c(Cl)c1Cl	109	-11	-2	-0.092	2	2	1	1.1	-11	1392	1
COC(=O)Cn1c(=O)sc2ccccc21	105	14	5	.	0	5	1	0.9	4	1556	1
CC1CN(Cc2nc3c(c(=O)n(C)c(=O)n3C)n2CC(=O)c2ccccc2)CC(C)O1 (stereo unspecified)	100	7	-4	.	3	9	1.1	0.9	10	1581	0
COc1cccc(C(=O)Nc2nc3c(c(=O)[nH]2)CCCC3)c1	92	-15	-2	.	11	6	1	1.1	5	1586	-2
O=C(NC1CC1)c1ccc2c(c1)ncn2C1CCCC1	108	1	10	-1	-2	1	1	1	2	1768	-29
CCN1C(=O)c2ccccc2S(=O)c2ccc(C(=O)NC3CC3)cc21 (stereo unspecified)	105	4	-3	.	0	2	1	1	7	1539	-3
CCC(C)(C)n1nnnc1C(c1cccnc1)N1CCCc2ccccc21 (stereo unspecified)	102	-4	14	-2.7	-1	8	1.1	1	1	1694	1
O=C(NC1CCCC1)c1ccc(Br)s1	106	9	2	1	0	-3	1	0.9	2	1322	-10
CCOC(=O)c1c(NC(=O)COC(=O)Cn2cnc3ccccc32)sc2c1CCC(C)C2 (stereo unspecified)	94	37	1	1.1	9	2	1.1	0.6	1	1629	3
CNc1ccc(/C=C2\CSc3ccccc3C2=O)cc1[N+](=O)[O-]	103	7	-2	.	-4	3	0.9	0.9	9	1529	9
COc1ccc(-c2nnn(CC(=O)NC3CCCc4ccccc43)n2)cc1OC (stereo unspecified)	96	5	-6	0.63	12	-3	1.1	0.9	-4	1395	6
O=C(NCc1ccco1)C1CCCN(S(=O)(=O)c2cccc3nsnc23)C1 (stereo unspecified)	98	2	-1	-0.45	6	-1	1	1	-2	1461	2

Three entries from above, ordered by number of heavy atoms, rising.
SMILES	STAT3 activator	bIAP inh	PPARg SRC1 recr	ROMK mod	STAT3 inh	PPARg SRC-3 ag	TNAP act hi DEA	bIAP activator	PPARg SRC2 recr	SRC2 TRFRET art	STAT1 inh
O=C(NC1CCCC1)c1ccc(Br)s1	106	9	2	1	0	-3	1	0.9	2	1322	-10
CNc1ccc(/C=C2\CSc3ccccc3C2=O)cc1[N+](=O)[O-]	103	7	-2	.	-4	3	0.9	0.9	9	1529	9
CCOC(=O)c1c(NC(=O)COC(=O)Cn2cnc3ccccc32)sc2c1CCC(C)C2 (stereo unspecified)	94	37	1	1.1	9	2	1.1	0.6	1	1629	3

New compounds follow:
SMILES	STAT3 activator	bIAP inh	PPARg SRC1 recr	ROMK mod	STAT3 inh	PPARg SRC-3 ag	TNAP act hi DEA	bIAP activator	PPARg SRC2 recr	SRC2 TRFRET art	STAT1 inh
NNC(=O)c1cc(Br)cs1	108	4	-9	-0.25	-4	0	1	1	-3	1521	-8
COC(=O)Nc1nnc(CC(=O)Nc2ccccc2C)s1	101	18	4	-0.069	3	-11	1	0.8	1	1491	-1
Cn1c(-c2csc(-c3ccccc3)n2)n[nH]c1=S	83	8	6	1.4	25	2	1	0.9	19	1770	-16
COc1ccc(C(=O)COC(=O)Cn2nnc3ccccc32)cc1Br	105	9	0	.	-1	5	1	0.9	2	1421	-1
COC(=O)c1c(-c2ccc(C(C)(C)C)cc2)csc1NC(=O)C1C2CCC(O2)C1C(=O)O (stereo unspecified)	95	21	0	0.63	9	-2	1	0.8	5	1445	-10
Cc1nnc(N2CCOCC2)c2nn(-c3cccc(Cl)c3)c(C)c12	101	13	10	.	0	4	1.1	0.9	5	1530	6
CCOC(=O)N1CCN(c2c(F)cc3[nH]c(=S)[nH]c3c2Br)CC1	93	-3	-1	.	11	-7	1	1	-5	1524	-4
O=C(Oc1cc2oc(=O)cc(-c3ccccc3)c2cc1Cl)C1CCCCC1	122	14	-5	.	-14	7	1.1	0.9	-4	1532	13
O=C(O)Cc1ccc(C(=O)c2cccs2)s1	98	3	2	.	3	-3	1	1	5	1651	2
O=C(OCC(=O)C12CC3CC(CC(C3)C1)C2)c1cccnc1Cl	104	15	-6	0.09	-3	1	1	0.8	-5	1462	-6
O=C1CC(NNc2ccccc2)C(=O)N1c1ccc(N2CCCCC2)cc1 (stereo unspecified)	99	-14	2	0.0091	6	-1	1	1.1	4	1323	0
c1ccc2[nH]c(-c3ccncc3)nc2c1	90	-5	3	1.2	15	4	1.1	1	2	1524	11
CSc1nc2ccc(Br)cc2[nH]1	86	12	-2	-0.72	21	5	1.1	0.9	3	1605	6
CCCCN1C(=O)C(O)(CC(=O)c2c(C)coc2C)c2ccccc21 (stereo unspecified)	102	7	-6	-1.1	7	0	1.1	0.9	0	1580	4
CCn1cc(C(=O)NCC2CCCO2)c(=O)c2cc(S(=O)(=O)N3CCCCC3)ccc21 (stereo unspecified)	94	-4	-6	.	17	-13	1	1	4	1532	13
Cc1ccc(CC(=O)Nc2nc3c(s2)CCCC3)cc1	141*	26	1	-1.4	-49	-8	1.1	0.7	-2	1639	-6
COc1ccccc1NC(=O)CCSc1nnc(-c2ccc(O)cc2)o1	102	4	2	-0.44	4	4	1.1	1	5	1645	16
CCCCSc1nnc(-c2ccc(NC(=O)CC)cc2)n1C	96	3	3	-0.86	4	4	1	1	5	1407	-6
CCOc1cc(C(=S)N2CCCC2)ccc1OC(=O)Cc1ccc(F)cc1	98	-4	2	0.41	9	6	1	1	16	1625	2
CCOC(=O)/C(=N\Nc1ccccc1)S(=O)(=O)c1ccccc1	96	12	3	-1.1	11	4	1	0.9	15	1615	-4
CCC(C)(C)NC(=O)C(c1ccccc1)N(C(=O)c1csnn1)C1CC1 (stereo unspecified)	102	9	-5	.	2	8	1	0.9	8	1480	-6
Nc1c(C(=O)Nc2nccs2)sc2nc(-c3cccs3)cc(C(F)(F)F)c12	119	25	5	-2.2	-23	5	1	0.7	12	1634	5
Cc1ccc(NC(NC(=O)c2cccs2)C(Cl)(Cl)Cl)cc1 (stereo unspecified)	92	0	-9	.	20	0	1	1	-2	1473	2
CCN(CC)CCCNC(=O)Cn1cnc2sc(C)c(S(=O)(=O)N3CCN(c4ncccn4)CC3)c2c1=O	95	-6	-7	-0.14	15	3	1.1	1.1	-11	1554	10
CN(C)c1ccc(/C=C2\CCC/C(=C\c3ccccc3)C2=O)cc1	92	3	-4	.	12	-2	0.8	1	-7	1449	0
O=C(Nc1c(F)cccc1F)c1ccc(-n2cncn2)nc1	93	1	-5	.	10	11	1	1	-7	1426	2
O=C(NC(=S)Nc1cc(S(=O)(=O)N2CCOCC2)ccc1O)c1ccco1	102	40	4	0.099	-2	0	1	0.6	-2	1588	-5
COc1ccc(C(=O)NNC(=O)Cc2ccc(-c3ccccc3)cc2)cc1OC	92	-26	-7	-0.26	16	-2	1	1.3	-2	1427	3
CCCCOC(=O)C1CN(c2ccccc2)N=C1C(=O)OCC (stereo unspecified)	106	14	-3	.	-8	-1	1	0.9	0	1584	0

Screening results: PubChem BioAssay, several laboratories
